Compound activity deposited in PubChem by National Center for Advancing Translational Sciences (NCATS).
Lamin A splicing = qHTS Assay for Modulators of Lamin A Splicing. 0.01% of 200,000 active. AID 1487, 2009. Potency, µM (top dose mostly 46.1 µM), for inactives: at the highest dose ratio change, negative = inhibition, actives largely listed as inhibitors. HeLa LMNA splicing GFP/RFP minigene ratio, 48 h; active means well fitted inhibition curve with a large enough effect in the signal ratio, with a control signal flat, not every such curve was filed as active; inconclusive means small, poorly fitted or top-dose-only effect, or effect the other way, or a change in a side signal; the % refers to the signal ratio; further: potency means the concentration at half of the fitted maximal effect; on the % scale 0 is the no-effect control and ±100 the full control effect
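Read-out is the ratio of GFP to DsRed2 object intensity, acquired by 488 nm laser-scanning cytometry on HeLa lamin A-EGFP minigene reporter cells. Compound incubation 48 hrs at 37 °C in Opti-MEM with 2% FBS; DMSO 0.5% final.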
HTT aggregate = qHTS Multiplex Assay to Identify Dual Action Probes in a Cell Model of Huntington: Aggregate Formation (GFP). 1.1% of 220,000 active. Potency, µM (series often up to 46.1 µM), inactives show top-dose activity change, negative = inhibition, hits mostly inhibitors. PC12 HttQ103-GFP aggregates, Acumen cytometry, 40 h; further: potency means the concentration at half of the fitted maximal effect; on the % scale 0 is the no-effect control and ±100 the full control effect; nearly all actives have a fitted effect of over 60% in size
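Compounds (qHTS titration) were added to PC12 cells expressing an ecdysone-driven HTT exon 1 Q103–GFP fusion after induction with 100 nM tebufenozide. Aggregate formation was measured as GFP objects in cell lysates.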
Luc counter = Counterscreen for Luciferase (Kinase-Glo TM) Inhibition; AID 1379, 2008; 0.28% of 200,000 active; Luciferin 4-monooxygenase (Photuris pensylvanica), Q27757; Kinase-Glo luciferase, ATP luminescence, 8 min; Potency, µM (doses to about 38.3 µM), without a hit: top-dose activity change, negative = inhibition, most hits filed as inhibitors; further: potency means the concentration at half of the fitted maximal effect; on the % scale 0 is the no-effect control and ±100 the full control effect; nearly all actives have a fitted effect of over 60% in size
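Light output from Kinase-Glo luciferase with luciferin and 10 uM ATP in 50 mM imidazole pH 7.2, KCl, MgCl2, Tween 20, BSA; compound pin-delivered, 8-min ambient incubation, then luminescence read.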
SMN2 splice up = qHTS Assay for Enhancers of SMN2 Splice Variant Expression. HEK293 SMN2-luciferase splicing reporter, luminescence, 30-36 h. Potency, µM (doses to about 46.1 µM), inactives show at the highest dose activity change, positive = activation, most hits filed as activators. AID 1458, 2008. 2.8% of 210,000 active; further: potency means the concentration at half of the fitted maximal effect; % of control where 0% means no effect; nearly all actives have a fitted effect of over 55% in size
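HEK293 cells carry an SMN2 […]–luciferase reporter in which exon 7 inclusion puts luciferase in frame. Cells were plated 10-12 h before compound addition, then incubated 30-36 h at 37C. ONE-Glo luminescence was read; sodium butyrate at 4.5 mM final served as control.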
HTT ATP protect = qHTS Multiplex Assay to Identify Dual Action Probes in a Cell Model of Huntington: Cytoprotection (ATP). PC12 HTT-Q103 induced, cytoprotection, ATP luminescence, 40 h. Potency, µM (doses to about 56.4 µM), for the others: cytoprotection (ATP increase), usual class: activators. 0.14% of 230,000 active;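 further: potency means the concentration at half of the fitted maximal effect; % of control where 0% means no effect; nearly all actives have a fitted effect of over 45% in size; toxic huntingtin expression switched on by the ecdysone agonist tebufenozide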
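Rat PC12, Q103 Htt exon1-GFP fusion, ecdysone promoter; tebufenozide inducer 100 nM final; compound titration; qHTS, 1500 cells/well; ATPlite luminescent read.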
IMPase Li cell = qHTS Assay for Identifying the Cell-Membrane Permeable IMPase Inhibitors: Potentiation with Lithium; CHO-M1 cells, IP1 TR-FRET (IP-One), carbachol + lithium; Potency, µM (series often up to 59.4 µM), without a hit: at the highest dose activity, negative = IMPase inhibition, actives largely listed as inhibitors; 0.35% of 210,000 active; AID 1457, 2008;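 further: IP1 builds up when IMPase is blocked and the TR-FRET signal falls; potency means the concentration at half of the fitted maximal effect; plate controls were basal vehicle for no effect and high inhibitor control for full effect; nearly all actives have a fitted effect of over 50% in size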
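Lithium-sensitised IP1 accumulation assay; M1-expressing CHO cells treated 30 min at 37C with compound. Competitive antibody detection by time-resolved FRET followed a 10 min room-temperature lysis step.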
CBFb RUNX1 block = qHTS Assay for Compounds Blocking the Interaction Between CBF-beta and RUNX1 for the Treatment of Acute Myeloid Leukemia. AID 1477, 2009. Potency, µM (highest dose often 59.8 µM), for inactives: at the top dose activity, negative = inhibition, hits mostly inhibitors. 230,000 tested, under 10 active. AlphaScreen CBFb-His/RUNX1-biotin binding, biochemical. Runt-related transcription factor 1 (Homo sapiens) + Core-binding factor subunit beta …; further: % of control where 0% means no effect
Target sequence (Q01196 whole entry, looked up): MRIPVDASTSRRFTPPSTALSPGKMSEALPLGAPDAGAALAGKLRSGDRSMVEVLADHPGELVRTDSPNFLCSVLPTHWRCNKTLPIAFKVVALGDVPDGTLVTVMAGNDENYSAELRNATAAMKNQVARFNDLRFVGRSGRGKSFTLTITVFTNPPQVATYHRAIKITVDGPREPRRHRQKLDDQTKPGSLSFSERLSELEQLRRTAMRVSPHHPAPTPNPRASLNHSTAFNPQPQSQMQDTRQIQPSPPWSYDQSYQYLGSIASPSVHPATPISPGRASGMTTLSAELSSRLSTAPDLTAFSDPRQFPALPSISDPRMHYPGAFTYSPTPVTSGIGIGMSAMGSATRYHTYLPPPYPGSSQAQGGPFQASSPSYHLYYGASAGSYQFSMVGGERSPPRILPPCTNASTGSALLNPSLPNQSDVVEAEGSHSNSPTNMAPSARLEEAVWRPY
Target sequence (Q13951 whole entry, looked up): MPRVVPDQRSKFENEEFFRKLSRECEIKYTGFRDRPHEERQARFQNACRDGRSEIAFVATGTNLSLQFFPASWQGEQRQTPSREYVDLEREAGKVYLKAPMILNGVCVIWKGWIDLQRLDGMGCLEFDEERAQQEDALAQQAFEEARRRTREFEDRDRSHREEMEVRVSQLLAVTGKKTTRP
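Read-out: AlphaScreen. Format: His-CBF-beta with biotinylated RUNX1 (30 nM each) preincubated 20 min, compound 15 min, Ni-chelate plus streptavidin beads 90 min; room temperature throughout.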
Active calls of the source: *; & = joins results of further samples; [ ] = another dose, or the depositor's remark. Unless noted, the call rests on the fitted dose curve; in most records, active means well fitted curve in the direction sought with a large enough effect; inconclusive means small, poorly fitted or top-dose-only effect, or another doubt; inactive means no such curve, though single readings can be large; an effect the other way counts as inactive or inconclusive.

Results for CCCc1nc2ccccc2c(C(=O)OCC(=O)NCc2ccc3c(c2)OCO3)c1CC ?
Lamin A splicing: inconclusive; HTT aggregate: 15.1%; Luc counter: 0.1%; SMN2 splice up: -25.8%; IMPase Li cell: 0.8%; CBFb RUNX1 block: 6.8%

How did CSCCC(NC(=O)c1ccc(C)o1)C(=O)O (configuration not stated) do in these assays?
Lamin A splicing: 10.6%; HTT aggregate: -2.2%; Luc counter: -2.0%; SMN2 splice up: -23.4%; HTT ATP protect: -13.6%[10 µM]; IMPase Li cell: -3.0%[38.3 µM]; CBFb RUNX1 block: 2.1%

What do the screens show for `CCOC(=O)C1(Cc2cccc(Cl)c2)CCCN(C(=O)c2ccc(C)nc2)C1` (configuration not stated)?
HTT aggregate: -20.4%[9.22 µM]; HTT ATP protect: -12.1%[10 µM]; IMPase Li cell: 2.5%; CBFb RUNX1 block: 10.3%

How did COc1cc(/C=N/Nc2nc(Nc3ccccc3)nc(-n3nc(C)cc3C)n2)cc(OC)c1OC do in these assays?
Lamin A splicing: inconclusive; HTT aggregate: inconclusive; Luc counter: -1.5%; SMN2 splice up: -7.4%[1.84 µM]; HTT ATP protect: -9.9%[10 µM]; IMPase Li cell: 8.6%; CBFb RUNX1 block: -6.4%

What do the screens show for `COc1ccc(N(C=O)C(=S)SC)cc1`?
HTT aggregate: -11.8%[9.22 µM]; HTT ATP protect: 10.0%[10 µM]; CBFb RUNX1 block: 5.2%

How did CC1CCC(NC(=O)CN(C)S(=O)(=O)c2cccc3cccnc23)CC1 (configuration not stated) do in these assays?
HTT aggregate: 31.0%[9.22 µM]; HTT ATP protect: -3.3%[10 µM]; CBFb RUNX1 block: 6.0%

How did O=C(NC(Cc1c[nH]c2ccccc12)C(=O)N/N=C/c1ccc(Cl)cc1)c1cccs1 (configuration not stated) do in these assays?
Lamin A splicing: inconclusive; HTT aggregate: inconclusive; Luc counter: -0.8%; SMN2 splice up: 11.0%; HTT ATP protect: 3.1%[10 µM]; IMPase Li cell: 23.4%; CBFb RUNX1 block: -23.3%

How did O=C(Cc1ccc(F)cc1)N(c1ccccc1)C1C=CS(=O)(=O)C1 (configuration not stated) do in these assays?
Lamin A splicing: 0.4%; HTT aggregate: 13.7%; Luc counter: 2.9%; SMN2 splice up: 22.1%; HTT ATP protect: 15.4%; IMPase Li cell: 15.3%[38.3 µM]; CBFb RUNX1 block: -1.7%

What do the screens show for `CNC(=O)c1cc(NC(=O)CCn2nc(-c3ccc(C)cc3)c3ccccc3c2=O)ccc1OC`?
HTT aggregate: 9.8%[9.22 µM]; HTT ATP protect: -4.0%[10 µM]; CBFb RUNX1 block: 0.0%

What do the screens show for `CC1CCN(c2nc3nonc3nc2Nc2ccc(F)cc2)CC1`?
HTT aggregate: 15.5%[9.22 µM]; Luc counter: 2.1%; SMN2 splice up: -35.8%[inhibitor]; HTT ATP protect: 36.5%[10 µM]; IMPase Li cell: 14.3%; CBFb RUNX1 block: -11.7%

How did CC1(c2nnc(-c3ccncc3)o2)CC(c2c(Cl)cccc2Cl)=NO1 (configuration not stated) do in these assays?
HTT aggregate: -16.8%[9.22 µM]; HTT ATP protect: 6.4%[10 µM]; CBFb RUNX1 block: 8.4%

What do the screens show for `Cc1ccc2nc(-c3cccnc3)oc2c1`?
Lamin A splicing: 3.6%; HTT aggregate: 7.8%; Luc counter: -6.6%; SMN2 splice up: inconclusive; HTT ATP protect: -37.4%; IMPase Li cell: -3.4%[38.3 µM]; CBFb RUNX1 block: 5.0%

How did COc1ccc(Cl)cc1Nc1ncnc2sc(C)c(S(=O)(=O)N3CCC(C)CC3)c12 do in these assays?
Lamin A splicing: inconclusive; HTT aggregate: -0.1%; Luc counter: 4.6%; SMN2 splice up: -8.2%; HTT ATP protect: 31.8%[10 µM]; IMPase Li cell: 9.4%; CBFb RUNX1 block: -0.8%

How did CCS(=O)(=O)N1CCC(N2CCC(C)CC2)CC1 do in these assays?
HTT aggregate: 27.2%[9.22 µM]; HTT ATP protect: 34.6%[10 µM]; CBFb RUNX1 block: 9.7%

What do the screens show for `COc1ccc(C(=O)NC2=NCCS2)cc1S(=O)(=O)N1CCCCC1C` (configuration not stated)?
Lamin A splicing: -12.9%[46 µM]; HTT aggregate: -3.3%; Luc counter: 0.1%; SMN2 splice up: 2.0%; HTT ATP protect: -1.8%; IMPase Li cell: 1.8%; CBFb RUNX1 block: -7.0%

What do the screens show for `O=C1c2ccc(Br)cc2C(=O)N1c1ccc(Cc2ccncc2)cc1`?
Lamin A splicing: -2.9%[46 µM]; HTT aggregate: -3.4%[9.22 µM]; Luc counter: 2.6%; SMN2 splice up: -27.0%; HTT ATP protect: -9.0%[10 µM]; IMPase Li cell: 19.4%; CBFb RUNX1 block: -8.1%

How did CCOc1ccc2[nH]c(=O)c(=O)[nH]c2c1 do in these assays?
Lamin A splicing: -7.1%; HTT aggregate: -3.4%; Luc counter: 5.2%; SMN2 splice up: 27.7%; HTT ATP protect: -8.4%; IMPase Li cell: 16.2%[38.3 µM]; CBFb RUNX1 block: 4.8%

How did N#CCCn1cc(/C=N/NC(N)=S)c(-c2ccccc2)n1 do in these assays?
Lamin A splicing: 44.8%[46 µM]; HTT aggregate: -9.7%; Luc counter: -0.8%; SMN2 splice up: 24.6%; HTT ATP protect: 25.7%; IMPase Li cell: 1.3%; CBFb RUNX1 block: -4.0%

How did CC1CCCCC12NC(=O)N(CC(=O)NC1CCCc3ccccc31)C2=O (configuration not stated) do in these assays?
Lamin A splicing: -16.5%; HTT aggregate: 25.3%; HTT ATP protect: -1.9%[10 µM]; CBFb RUNX1 block: -2.8%

Results for Cc1ccc2nc(CCc3nc4ccc(C)cc4o3)oc2c1 ?
Lamin A splicing: 12.9%; HTT aggregate: 6.5%; Luc counter: -2.7%; SMN2 splice up: -3.5%; HTT ATP protect: -2.0%[10 µM]; IMPase Li cell: -5.4%[38.3 µM]; CBFb RUNX1 block: 3.5%

Results for CCC(C)NS(=O)(=O)c1ccc(NS(=O)(=O)c2ccc(F)cc2)cc1 (configuration not stated) ?
Lamin A splicing: -10.7%; HTT aggregate: 7.5%; Luc counter: -1.5%; SMN2 splice up: -1.6%; HTT ATP protect: 12.9%; IMPase Li cell: 28.1%[38.3 µM]; CBFb RUNX1 block: -3.8%

Results for O=S(=O)(NCCNc1ncc(C(F)(F)F)cc1Cl)C(F)(F)F ?
HTT aggregate: inconclusive; Luc counter: -0.5%; SMN2 splice up: -16.6%; HTT ATP protect: -100.1%[inhibitor]; IMPase Li cell: 11.1%; CBFb RUNX1 block: 6.2%

Results for O=C(NC(=O)N1CCSCC1)c1c(Cl)cccc1Cl ?
HTT aggregate: -4.7%[9.22 µM]; HTT ATP protect: 0.6%[10 µM]; CBFb RUNX1 block: -5.1%

What do the screens show for `CC(C)(Oc1ccc(Cl)cc1)C(=O)NC1=NN(c2ccccc2)C(=O)C1`?
Lamin A splicing: inconclusive; HTT aggregate: -11.2%; Luc counter: -2.1%; SMN2 splice up: -4.0%; HTT ATP protect: 8.4%[10 µM]; IMPase Li cell: -5.5%; CBFb RUNX1 block: inconclusive

How did Nn1c(SCc2ccccc2F)nnc1-c1ccccn1 do in these assays?
HTT aggregate: 3.2%[9.22 µM]; HTT ATP protect: 17.1%[10 µM]; CBFb RUNX1 block: -28.8%

Results for CCOC(=O)C(NC(C)=O)(OCc1ccccc1)C(F)(F)F (configuration not stated) ?
Lamin A splicing: -0.5%; HTT aggregate: 14.5%; Luc counter: -0.6%; SMN2 splice up: -1.7%; IMPase Li cell: -11.5%; CBFb RUNX1 block: 3.0%

What do the screens show for `O=[N+]([O-])c1nn(-c2ccc3c(c2)OCCO3)n(O)c1=NC1CCCC1`?
Lamin A splicing: -0.9%; HTT aggregate: 14.9%; Luc counter: -20.4%; SMN2 splice up: -15.3%; HTT ATP protect: 5.8%; IMPase Li cell: 25.6%[38.3 µM]; CBFb RUNX1 block: -9.6%

Results for Cc1ccc(-c2nnn(CC(=O)N(c3ccc4c(c3)OCCO4)C(C(=O)NCC3CCCO3)c3ccc(F)cc3)n2)o1 (configuration not stated) ?
HTT aggregate: -18.2%; Luc counter: 0.6%; SMN2 splice up: 6.2%; HTT ATP protect: -11.7%; IMPase Li cell: 0.1%; CBFb RUNX1 block: 0.6%

How did Fc1cccc(NC(=S)N2CCn3cccc3C2c2cccnc2)c1 (configuration not stated) do in these assays?
HTT aggregate: -0.1%; Luc counter: 0.6%; SMN2 splice up: 2.9%; HTT ATP protect: -16.9%; IMPase Li cell: -0.1%; CBFb RUNX1 block: -8.8%

How did CCc1ccc(NCc2nc(-c3ccccc3)no2)cc1 do in these assays?
Lamin A splicing: inconclusive; HTT aggregate: 12.2%; Luc counter: 1.1%; SMN2 splice up: 27.6%; IMPase Li cell: -10.9%; CBFb RUNX1 block: 16.2%

How did Cc1occc1-c1nnc(SCC(=O)N2CCCCC2)o1 do in these assays?
HTT aggregate: -2.5%; Luc counter: -0.1%; SMN2 splice up: 16.7%; IMPase Li cell: 4.7%; CBFb RUNX1 block: 8.5%

What do the screens show for `CC(=O)OC(C(=O)c1ccccc1)c1ccccc1` (configuration not stated)?
SMN2 splice up: -4.8%; HTT ATP protect: -28.6%; IMPase Li cell: 9.2%; CBFb RUNX1 block: 6.8%[21.7 µM]

What do the screens show for `COc1ccc(Cc2noc(CN3CCCN(C4Cc5ccccc5C4)CC3)n2)cc1OC`?
HTT aggregate: -10.2%[9.22 µM]; HTT ATP protect: 3.9%[10 µM]; IMPase Li cell: 14.5%; CBFb RUNX1 block: -4.4%

How did COc1cccc(-c2nnc3n2N=C(c2cc(OC)ccc2OC)CS3)c1 do in these assays?
Lamin A splicing: 1.6%; HTT aggregate: -8.1%; Luc counter: -0.3%; SMN2 splice up: 10.5%; HTT ATP protect: -64.3%[inhibitor]; IMPase Li cell: 16.9%[38.3 µM]; CBFb RUNX1 block: -0.8%&0.5%
